Source: PubChem
Peg3 promoter – Peg3 promoter activity inhibition; HeLa PEG-Prom luciferase reporter, luminescence, overnight; inhibition, % at 20 µM; 360,000 tested, 1.7% active;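 active = inhibition of at least 50% at 20 µM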
CF NFkB inh – blocks PAF-induced NF-kB reporter in cystic fibrosis cells; KKLEB NF-kB-GFP reporter, GFP fluorescence overnight; inhibition, % at 5 µM; 360,000 tested, 0.86% active;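 active = at least 50% inhibition at 5 µM, scaled per plate between neutral and stimulator controls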;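 note: PAF is a Pseudomonas aeruginosa culture filtrate used as stimulus; plate controls were PAF-stimulated DMSO wells for no effect and unstimulated DMSO wells for full effect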
Shn3 inh set2 – Schnurri-3 reporter inhibition in Clone20 osteoblasts; Clone20 osteoblast Shn3 3'UTR firefly luciferase, 24 h; inhibition, % at 12.5 µM; 360,000 tested, 0.52% active;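 active = mean inhibition of at least 75% with every replicate also reaching 75%; inconclusive = mean inhibition at least 75% but some replicate below; inactive = mean inhibition below 75%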;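 note: 0% = median of neutral control wells and 100% = pilot-screen positive control compound; some compounds past the cut are filed as inactive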
LMP1 NFkB inh – inhibitors of Epstein-Barr LMP1-induced NF-kappaB reporter. inhibition, % at 12.5 µM. 350,000 tested, 0.69% active. LMP1-induced NF-kappaB luciferase reporter cells, luminescence. AID 504558; in the data active = inhibition above about 41%; inconclusive = no clear call, values can overlap the other calls;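 note: 0% = neutral control wells and 100% = reference inhibitor control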
NR2E3 ag-1 – activates human NR2E3 receptor | Q9Y5X4 | CHO-S Gal4-NCOR/VP16-NR2E3 two-hybrid, luciferase | inhibition of corepressor binding, % at 3.98 µM | 360,000 tested, 0.35% active | AID 602229;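 active = inhibition above the mean of all tested compounds plus 3 SD, cut at about 70% in these data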;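 note: 0% = DMSO with NR2E3 transfected cells and 100% = cells lacking NR2E3 construct; higher means lower luciferase signal from less NR2E3 corepressor binding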
Target sequence (Q9Y5X4 whole entry, looked up, the tested form may be a part): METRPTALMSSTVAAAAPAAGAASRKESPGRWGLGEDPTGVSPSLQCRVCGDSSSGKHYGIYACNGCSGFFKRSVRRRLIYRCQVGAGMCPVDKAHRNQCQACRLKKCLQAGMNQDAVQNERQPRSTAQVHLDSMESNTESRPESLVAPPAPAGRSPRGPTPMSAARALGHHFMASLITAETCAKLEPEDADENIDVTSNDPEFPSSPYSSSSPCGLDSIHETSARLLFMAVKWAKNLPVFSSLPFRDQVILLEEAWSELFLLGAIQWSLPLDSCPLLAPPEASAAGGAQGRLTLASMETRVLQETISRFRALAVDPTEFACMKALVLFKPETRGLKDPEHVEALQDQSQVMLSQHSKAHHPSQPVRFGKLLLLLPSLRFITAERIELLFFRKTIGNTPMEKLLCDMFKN
C8 TRAIL sens – caspase-8 TRAIL sensitization; NB7+C8 cells + TRAIL, ATPlite viability luminescence; inhibition (viability loss, TRAIL sensitization), % at 10 µM; 360,000 tested, 1% active; AID 624354;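 active = compounds causing at least 50% loss of cell viability in the single-dose screen, relative to plate controls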
hiPSC survival – increases survival of single human iPS cells; hiPSC single-cell survival, ATPlite luminescence; 100% = ROCK inhibitor wells, 0% = DMSO; survival enhancement, % at 20 µM; 360,000 tested, 0.044% active; AID 602274; in the data active = survival enhancement above about 18%;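 note: cells exposed to compounds for 16 hours before the ATP read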
KKLEB tox – reduces viability of KKLEB cystic fibrosis airway cells; KKLEB CF airway cells viability, ATPlite luminescence, overnight; hits give low values; cells stimulated with P. aeruginosa culture filtrate; activity change (cytotoxicity), % at 5 µM; 360,000 tested, 0.36% active;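 active = corrected activity change at or below -50% at 5 µM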
TRPM1 prom inh – inhibitors of MITF-driven TRPM1 promoter in melanoma cells; SK-MEL-5 TRPM1 promoter luciferase, 24 h; inhibition, % at 12.5 µM; 330,000 tested, 0.83% active; AID 488899;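 active = mean inhibition across replicates of 60% or more, whatever share of single replicates reaches that level; inconclusive = some that reach 60%, reason not given; inactive = mean inhibition across replicates below 60%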; note: values of inactives mirror those of a sister screen read the other way
HIF-2a block – inhibitors of HIF-2a; inhibition, % at 18.8 µM; 360,000 tested, 0.72% active; 786-0 RCC cells HIF-2a reporter, luciferase luminescence, overnight;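 active = inhibition of the luminescence signal of 40% or more relative to plate controls, in a single-dose primary screen at 18.75 µM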
NR2E3 ag-2 – NR2E3 (human) agonism; Q9Y5X4; GST-NR2E3/biotin-RetCOR TR-FRET, 1536-well; inhibition of corepressor binding, % at 4.78 µM; 320,000 tested, 0.12% active; AID 2300;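 active = percent inhibition above the cutoff of mean plus 3 SD of all tested compounds, set per screening campaign, cut at about 20% in these data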;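 note: 0% = DMSO wells and 100% = biotin wells as full block of FRET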
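Assay system: NR2E3–RetCOR corepressor complex. Quantity: 1.35 nM GST-NR2E3. Buffer or medium: pH 7.5 Tris-based buffer. Reagent: biotinylated RetCOR corepressor at 7 nM final. Schedule: 5 h at 4 °C. Detection: TR-FRET, emission read at 617 and 671 nm. Replicates: one well per compound, singlicate testing.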
Numbers without * were called inactive; ? = inconclusive; / = no result given. The list is partial, so the mix of outcomes need not match the whole.

Screens in order: Peg3 promoter, CF NFkB inh, Shn3 inh set2, LMP1 NFkB inh, NR2E3 ag-1, C8 TRAIL sens, hiPSC survival, KKLEB tox, TRPM1 prom inh, HIF-2a block, NR2E3 ag-2
O=c1[nH]c(=S)[nH]c(O)c1CN1CCCCC1
    20, 4, -6, 2, 19, 11, 5.6, -1, 5, 11, 0
c1ccc2c(N3CCNCC3)nsc2c1
    -32, 36, -12, 2, -31, -10, -0.5, -11, 27, 28, 1
CCOC(=O)C1=C(N)Oc2cc(C)oc(=O)c2C12C(=O)N1c3c(cc(OC)cc32)C(C)=CC1(C)C (stereo unspecified)
    21, 5, 9, -7, -15, -7, -1.8, 20, 15, -1, 1
O=C1CN=C(c2ccc[nH]2)c2cc(Cl)ccc2N1
    19, 2, -186, 57*, 8, 5, 2.6, 16, -11, 0, 0
Cc1ccc(C(C)C)c(OCC#CCN2CCCC2)c1
    9, 8, 8, -4, 11, 2, -0.3, 3, 5, 15, 3
CCCCn1c(O)c(C(C)=NCCCn2ccnc2)c(=O)[nH]c1=O
    12, -3, 5, 0, -8, 21, 1.4, -3, -1, 27, -2
O=C(COc1ccc(Cl)cc1Cl)N1CCN(C/C=C/c2ccccc2)CC1
    11, 0, 26, 9, 12, 15, -0.8, 3, 5, -7, -3
Cc1cc(/C=C2/C(=O)NC(=O)N(c3ccc(Br)cc3)C2=O)c(C)n1C
    4, -5, -29, -10, -23, -3, 0.1, -6, -1, -5, 5
Cc1ccc(C[n+]2c(-c3ccc(C)cc3)cc(-c3ccc(C)cc3)cc2-c2ccc(C)cc2)cc1
    97*, 57*, 92*, ?, 99*, 63*, -3.8, -64*, 96*, 90*, 1
COc1ccc2[nH]c3c(c2c1)CCNC3C (stereo unspecified)
    6, 2, 5, 8, -4, -21, 1.7, -7, 0, 12, 4
O=c1[nH]c(=O)n(Cc2ccc(F)cc2)c(O)c1C=NCCCN1CCOCC1
    3, -3, -1, -4, -12, 13, 0.0, -2, 11, 7, -2
Cc1cccc(C(O)(C(=O)O)c2ccccc2)c1 (stereo unspecified)
    100*, 15, -4, 3, -16, -6, 2.7, -13, 2, 0, /
CC12CN3CC(C)(CN(C1)C3c1cccnc1)C2=O (stereo unspecified)
    5, -8, -12, 4, -15, -8, 0.2, 0, -1, 5, 4
Cc1cccc(CS(=O)(=O)Cc2ccc(C(=O)N3CCC4(CC3)OCCO4)o2)c1
    7, 6, 12, 0, 25, -20, -1.9, 8, 6, 17, 0
O=C(Cc1ccccc1)Oc1cccc(N2C(=O)CCC2=O)c1
    10, -16, -12, 4, -9, 8, 8.0, -10, 0, 16, 7
CCOC(=O)CC1c2ccccc2-n2nncc2CN1C (stereo unspecified)
    -1, 5, 6, -1, -6, 4, 0.0, 0, -4, -1, /
CN(C(=O)Oc1ccc(C(=O)c2ccc(Cl)cc2)cc1)c1ccccc1
    7, 2, 21, 7, -18, 1, -1.6, 0, -13, 0, -1
Cc1cccc(CNCCc2ccccc2)n1
    -8, -7, -11, 4, 5, -7, 0.1, 3, 2, 8, -1
CN1C(=O)NC(=O)C2(Cc3ccccc3N3CCOCC32)C1=O (stereo unspecified)
    1, -8, -22, 3, 6, -19, 4.0, 1, -1, 8, 2
O=C(c1cc2nc(-c3ccccc3)cc(-c3ccccc3)n2n1)N1CCC2(CC1)OCCO2
    30, 9, 13, 6, -21, 2, 3.0, -3, 6, 2, 1
COC(=O)CSC1=NN1c1cc(C)nc(N)n1
    11, -6, -16, -7, -3, 5, 2.2, 21, -8, 9, 2
Cc1cc(OCC(=O)N2CCC(C(=O)O)(c3ccccc3)CC2)c2c(C)cc(=O)oc2c1
    0, -9, 8, 6, -27, -1, 1.5, -3, -5, 6, 0
Cc1ccc(N=Cc2c(O)n(-c3ccc(C)cc3)c(=O)[nH]c2=O)cc1
    1, 13, -16, 6, 11, -6, 5.1, -3, -15, -6, 2
O=C1NC(=O)C(=Cc2cccs2)C(=O)N1
    16, 32, 28, 4, -24, 8, -1.7, -19, 5, 17, /
CCOCCCN=Cc1c(O)n(Cc2ccccc2)c(=O)[nH]c1=O
    4, 5, -17, 1, -19, -18, -0.6, 3, 18, 7, -2
O=c1[nH]c(=S)n(Cc2ccco2)c(O)c1C=NCc1cccs1
    -3, -6, -5, -3, -7, 11, -0.8, 11, -1, 6, -1
O=C1NC(=O)C(=CCc2ccccc2)C(=O)N1
    -14, 8, 5, -3, -2, 10, 3.4, -3, -7, -21, /
O=C1Nc2ccc(Br)cc2C(c2ccccc2Cl)=NC1O (stereo unspecified)
    6, 15, 25, -1, -13, 0, -0.8, -2, /, 25, 1
CC(C)NP(=O)(NC(C)C)OP(=O)(NC(C)C)NC(C)C
    0, 8, -12, -4, 1, -10, -0.5, 2, -11, 2, 0
O=C1CC(c2ccccc2)CN1 (stereo unspecified)
    8, 6, -6, 5, -21, -2, -0.5, -1, -10, 24, -2
CCN(CC)CCNC(=O)c1c(O)c2ccccc2n(Cc2ccccc2)c1=O
    -3, 9, -24, -7, -16, -15, -1.2, -9, -12, 9, 3
CCC(=NCc1ccco1)c1c(O)n(C2CCCCC2)c(=O)[nH]c1=O
    24, 18, 8, 7, -12, -19, -1.8, -8, -1, 18, 2
Cc1ccc(C2C(S(C)(=O)=O)=C(O)C(=O)N2c2ccccc2)cc1 (stereo unspecified) (tested in a mixture with another compound)
    -11, -18, 0, 3, -10, -6, -0.6, 14, -6, -12, 1
Cc1nc2ccccc2c(=O)n1-c1ccccn1
    -6, -12, -3, 1, 10, -5, 2.3, -1, -1, 1, 1
c1cc2c(cc1NC1=NCCO1)CCCC2
    -72, -10, -11, -7, -18, 0, 1.7, 15, -5, -12, /
O=P(OCC(F)(F)C(F)F)(N1CCOCC1)N1CCOCC1
    2, 0, -9, 2, -35, 0, 4.5, 2, -5, 15, 0
CCOC(=O)c1c(C)[nH]c(C(=O)C(Cc2ccccc2)N(C)C)c1C (stereo unspecified)
    -92, 11, 2, -9, -80, -3, -0.2, -3, -8, -213, 4
C[C@]12CC[C@@H](O)CC1=CCC1C2CC[C@@]2(C)C1CC[C@@H]2N (stereo partly specified)
    12, -12, -23, 13, 12, 11, 1.1, -13, 19, 6, /
C=CCn1c(O)c(C=NCCN(C)C)c(=O)[nH]c1=O
    4, -17, -6, -3, -4, 7, -2.2, 7, 10, 21, -4
Cn1c(O)c(C=NCc2ccco2)c(=O)n(C)c1=O
    -3, -3, 6, -3, -10, -2, -0.4, 8, -4, 18, 2
CN(C)P(=O)(N(C)C)N1CC1
    6, -9, 2, 4, 9, 0, 0.2, -1, 1, 14, /
CC(=O)c1cc(C#N)c(N2CCN(C)CC2)nc1C
    6, -2, 12, -1, 0, 6, -2.1, -4, 5, 7, -2
Cc1ccc(S(=O)(=O)N2Cc3cnnn3-c3ccccc3C2C#N)cc1 (stereo unspecified)
    -3, -2, 4, -3, 18, -5, 11, 19, 5, 7, /
OCCOCCO
    -9, 7, 5, -2, 3, -10, 6.4, 11, 5, 10, 1
CCc1ccc(N2C(=O)NC(=O)C(Cc3ccc(OC)cc3OC)C2=O)cc1 (stereo unspecified)
    4, 11, -1, 0, -22, 9, 7.2, 6, 1, 12, 0
CC1=C(C(=O)O)N2C(=O)C(NC(=O)CCCC(=O)O)C2SC1 (stereo unspecified)
    -4, 3, 1, -5, -12, 9, -1.3, -2, 1, 9, 1
O=C(COC(=O)Cc1ccccc1)Nc1cccnc1Cl
    19, -17, 2, -1, 10, 30, 0.0, 1, 11, 10, -1
O=C1C2CCCC1C(N1CCCC1)CC2 (stereo unspecified)
    18, 2, 14, 6, 21, -11, 1.9, -8, -6, 16, -3
N=Cc1c(O)n(-c2ccccc2)c(=O)n(-c2ccccc2)c1=O
    6, 8, -1, 5, -22, -1, -0.1, -5, 8, 13, 1
CCC(=NCCCN(C)C)c1c(O)n(-c2ccc(OC)cc2)c(=O)[nH]c1=O
    -8, 4, -11, 1, 4, -16, 6.3, 1, 3, 16, -1

Remaining list, next part.
Screens in order: Peg3 promoter, CF NFkB inh, Shn3 inh set2, LMP1 NFkB inh, NR2E3 ag-1, C8 TRAIL sens, hiPSC survival, KKLEB tox, TRPM1 prom inh, HIF-2a block, NR2E3 ag-2
c1ccc(C(CN2CCCCC2)c2ccccc2)cc1
    0, 16, -1, -2, 10, -1, -2.4, -14, -12, 3, /
COC(=O)N1Cc2ccccc2-n2nncc2C1
    0, 2, -8, -3, -12, 12, -1.7, -1, /, 15, /
COc1ccc(C2SCC(=O)Nc3c2c(C)nn3C2CCOC(C)(C)C2)cc1 (stereo unspecified)
    13, 6, 7, -5, 8, -24, 0.6, -13, -1, 9, 1
CN(C(=O)Oc1ccc(C(C)(C)C)cc1)c1ccccc1
    -139, 14, -7, -15, -48, 9, -0.9, 13, -76, -234, 3
C#C[C@]1(O)CC[C@H]2[C@@H]3[C@H](O)C[C@H]4C[C@@H](O)CC[C@]4(C)[C@H]3CC[C@@]21C
    -4, -2, 7, 7, 22, -14, -0.9, -5, /, 1, /
COc1ccccc1Cn1c(SCC#N)nc2cc(C(=O)N3CCC4(CC3)OCCO4)ccc2c1=O
    13, 33, 7, -3, -2, 0, 0.7, -13, 11, 21, 5
COc1ccc(CC2(CCc3ccncc3)C(=O)NC(=O)NC2=O)cc1OC
    -13, -5, -8, -12, 9, -4, 0.7, 4, 2, 9, 3
